DAGLB inh = blocks human DAGLB lipase activity. Q8NCG7. HEK293T DAGLB membrane lysate, EnzChek fluorogenic substrate. inhibition, % at 5.17 µM. 340,000 compounds, 0.059% hits. AID 504411; in the data active means inhibition above about 34%;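 further: 0% = enzyme with vehicle and 100% = wells lacking enzyme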
Target sequence (Q8NCG7 whole entry, looked up): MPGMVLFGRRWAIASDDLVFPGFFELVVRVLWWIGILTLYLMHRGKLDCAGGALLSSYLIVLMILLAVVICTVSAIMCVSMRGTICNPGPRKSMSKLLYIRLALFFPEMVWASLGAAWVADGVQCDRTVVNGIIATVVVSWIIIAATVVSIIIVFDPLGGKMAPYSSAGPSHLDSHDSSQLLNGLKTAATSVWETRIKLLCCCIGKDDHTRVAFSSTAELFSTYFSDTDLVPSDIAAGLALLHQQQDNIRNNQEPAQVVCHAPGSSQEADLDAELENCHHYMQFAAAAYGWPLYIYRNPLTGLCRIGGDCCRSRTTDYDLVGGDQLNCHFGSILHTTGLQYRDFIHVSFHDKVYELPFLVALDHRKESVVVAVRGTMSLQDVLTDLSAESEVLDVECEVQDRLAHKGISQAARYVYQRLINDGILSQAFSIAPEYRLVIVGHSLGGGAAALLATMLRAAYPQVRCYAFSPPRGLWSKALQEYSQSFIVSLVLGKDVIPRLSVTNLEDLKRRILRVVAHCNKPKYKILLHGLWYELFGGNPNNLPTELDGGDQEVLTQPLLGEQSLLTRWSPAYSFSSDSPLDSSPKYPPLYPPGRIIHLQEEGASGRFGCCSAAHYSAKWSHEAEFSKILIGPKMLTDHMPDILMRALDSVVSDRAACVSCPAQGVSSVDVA
Wnt act = activates Wnt/beta-catenin signaling in a reporter cell assay | activator, plate reader | activation, % at 9.35 µM | 300,000 compounds, 1.2% hits | AID 743398; in the data active means activation above about 30%, passing the limit was not always enough; inconclusive means no clear call, values can overlap the other calls;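 further: 0% = neutral control wells and 100% = positive control wells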
phage Ecoli inh = E. coli growth loss with phage present; growth absorbance; inhibition, % at 11.9 µM; 360,000 compounds, 0.26% hits; AID 651602; in the data active means inhibition above about 11%
Rtt109 HAT inh = blocks Candida albicans Rtt109/Vps75 acetyltransferase activity | AID 540336 | 330,000 compounds, 0.16% hits | inhibition, % at 34.9 µM | Q5AAJ8 | purified Rtt109/Vps75, ThioGlo CoA-SH fluorescence, 4 h;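 active means inhibition of at least 50% in every replicate; inconclusive means best replicate reaches 50% inhibition but some replicates fall short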
Target sequence (Q5AAJ8 whole entry, looked up): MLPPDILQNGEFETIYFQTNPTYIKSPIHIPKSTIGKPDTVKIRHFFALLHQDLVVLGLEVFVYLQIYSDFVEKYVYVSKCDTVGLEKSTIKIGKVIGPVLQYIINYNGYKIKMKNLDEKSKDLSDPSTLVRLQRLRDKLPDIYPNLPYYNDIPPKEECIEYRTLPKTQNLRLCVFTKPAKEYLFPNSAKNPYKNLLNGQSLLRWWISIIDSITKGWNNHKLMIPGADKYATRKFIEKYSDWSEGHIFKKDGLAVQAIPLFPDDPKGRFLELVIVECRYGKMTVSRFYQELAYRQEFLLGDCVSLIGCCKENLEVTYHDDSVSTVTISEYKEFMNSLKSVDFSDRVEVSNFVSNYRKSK
AddAB inh = less growth of phage-infected E. coli with AddAB; E. coli expressing H. pylori AddAB, absorbance growth; inhibition, % at 11.9 µM; 330,000 compounds, 0.29% hits; AID 435030; in the data active means inhibition above about 12%;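 further: 0% = vehicle wells of infected cells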
PfHsp90 set2 = reduces growth (ATP signal) of yeast expressing P. falciparum Hsp90 | S. cerevisiae expressing PfHsp90, BacTiter-Glo ATP, 48 h; yeast lacking PDR1 and PDR3 efflux regulators | inhibition, % at 9.4 µM | AID 504621 | 310,000 compounds, 0.32% hits;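 active means every replicate shows inhibition above about 80%, whatever the replicate mean, limit read from the data; inconclusive means mean inhibition reaches the set limit but some replicate falls short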;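 further: 0% = DMSO neutral controls and 100% = 20 µM radicicol positive controls; yeast relying on Plasmodium falciparum Hsp90 in place of its own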
CAL PDZ FP = blocks peptide binding to human CAL PDZ domain | Q9HD26 | purified CAL PDZ, TMR-peptide fluorescence polarization, 1 h | inhibition, % at 20 µM | 330,000 compounds, 0.02% hits | AID 504414;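 active means highest replicate inhibition of at least 40%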;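 further: plate controls were DMSO neutral control wells for no effect and unlabeled competitor peptide control wells for full effect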
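Read-out basis: mP drop reported as inhibition | Assay system: Tagged CAL PDZ protein CerCALP, purified | Benchmarks: Unlabelled peptide for full inhibition, DMSO wells as neutral | Schedule: 1 h incubation at room temperature before polarization reading | Buffer or medium: Sodium phosphate/NaCl buffer pH 7.4 with TCEP, IgG, Thesit | Doses: Single point, 20 µM | Measured by: Fluorescence polarization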
PvdQ inh = P. aeruginosa PvdQ acylase inhibition; purified PvdQ acylase, fluorescence plate reader; 340,000 compounds, 0.063% hits; inhibition, % at 10 µM; AID 488965; in the data active means inhibition above about 30%, passing the limit was not always enough; inconclusive means no clear call, values can overlap the other calls;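 further: 0% = vehicle neutral wells and 100% = reference inhibitor wells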
Tat export inh = inhibitors of E. coli Tat protein transport; E. coli MC4100 TorA-mCherry Tat export, fluorescence; inhibition, % at 10 µM; 340,000 compounds, 0.036% hits;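 active means mean replicate inhibition at least 50% and at least half of replicates individually reaching 50%; inconclusive means only one of the two criteria met; inactive means neither criterion met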;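 further: exported cargo escapes ClpAP degradation while cytoplasmic cargo is degraded and loses fluorescence; 0% = median of neutral control wells and 100% = median of NaSCN control wells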
Ecoli viability = bacterial growth inhibition, counter-screen for AddAB inhibitors; 330,000 compounds, 0.27% hits; E. coli V3065 growth, OD600 absorbance, 18 h; AID 449728; inhibition, % at 11.9 µM;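 active means inhibition above the campaign's mean inhibition across all tested compounds plus 3 SD, cut at about 9.9% in these data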;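 further: uninfected addAB+ strain grown without phage in ampicillin broth; 0% = DMSO wells and 100% = ciprofloxacin 0.95 µg/ml wells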
The depositor's hits bear a star; ? = inconclusive; . = no result given.

no.	SMILES	Rtt109 HAT inh	PvdQ inh	DAGLB inh	PfHsp90 set2	CAL PDZ FP	phage Ecoli inh	Tat export inh	Wnt act	Ecoli viability	AddAB inh
1	COc1cccc(OCc2cc(C(=O)NCCN3CCCCC3CO)no2)c1 (stereo unspecified)	15	2	1	-11	-3.7	-0.6	-2	0	-2.3	-2.6
2	CN1CCN(CC(=O)O)CC1	-7	-5	-2	10	1.9	3.5	-3	.	0.5	0.8
3	Cc1nc2ccc(NS(=O)(=O)c3ccccc3F)cc2s1	-1	-3	-1	.	0.0	4.6	1	2	0.7	0.6
4	CCN(CC)S(=O)(=O)c1ccc(OC)c(NC(=O)c2cc(=O)[nH]c3ccccc23)c1	4	18	1	3	-0.8	3.5	6	-2	-0.6	-0.6
5	O=C(COc1ccccc1)Nc1cccc2nsnc12	6	-14	-6	-30	.	-0.5	10	0	-0.7	0.3
6	O=C(N/N=C/c1ccc(-c2ccc([N+](=O)[O-])cc2)o1)c1cccnc1	.	.	.	.	.	2.7	.	3	0.9	-0.2
7	COc1cc(OC)c2ccc(=O)oc2c1C(CC(=O)N1CCOCC1)c1ccc(N(C)C)cc1 (stereo unspecified)	-3	-13	1	17	-0.7	0.6	2	-3	-1.4	0.8
8	COc1ccc(C)cc1NC(=O)CSc1nnc(-c2cc3cccc(OC)c3o2)n1N	2	-3	-1	-13	-0.7	0.2	11	-3	1.4	1.9
9	CC(=O)Nc1ccc(-n2cc(-c3ccccc3)[nH]c2=S)cc1	7	4	0	-6	-2.3	2.5	2	-1	-0.1	4.4
10	O=C(NC1CCCCC1)C1CCCN(S(=O)(=O)c2ccc(Br)s2)C1 (stereo unspecified)	25	-3	0	8	-0.4	2.2	-3	-2	-0.6	5.5
11	CC(C)(CO)CN1CCC(n2nccc2NC(=O)C2CCCC2)CC1	-3	-9	2	-1	-1.1	2.1	1	2	0.3	2.4
12	COC(=O)C1(O)CC(C(C)C)=NN1C(=O)c1ccc(Cl)cc1 (stereo unspecified)	-27	-11	-2	4	-1.9	1.1	-5	-3	0.6	2.3

Laid out differently: results already given.
#4 CCN(CC)S(=O)(=O)c1ccc(OC)c(NC(=O)c2cc(=O)[nH]c3ccccc23)c1
#5 O=C(COc1ccccc1)Nc1cccc2nsnc12
#6 O=C(N/N=C/c1ccc(-c2ccc([N+](=O)[O-])cc2)o1)c1cccnc1
#7 COc1cc(OC)c2ccc(=O)oc2c1C(CC(=O)N1CCOCC1)c1ccc(N(C)C)cc1 (stereo unspecified)
Screen / compound no.	4	5	6	7
Rtt109 HAT inh	4	6	.	-3
PvdQ inh	18	-14	.	-13
DAGLB inh	1	-6	.	1
PfHsp90 set2	3	-30	.	17
CAL PDZ FP	-0.8	.	.	-0.7
phage Ecoli inh	3.5	-0.5	2.7	0.6
Tat export inh	6	10	.	2
Wnt act	-2	0	3	-3
Ecoli viability	-0.6	-0.7	0.9	-1.4
AddAB inh	-0.6	0.3	-0.2	0.8

(listing goes on)
no.	SMILES	Rtt109 HAT inh	PvdQ inh	DAGLB inh	PfHsp90 set2	CAL PDZ FP	phage Ecoli inh	Tat export inh	Wnt act	Ecoli viability	AddAB inh
13	CC(=O)Nc1cccc(C(=O)OCC(=O)c2ccccc2Cl)c1	4	-17	-1	19	-1.9	-1.7	-7	47*	-1.4	0.3
14	O=S(=O)(NCc1ccc(F)cc1)c1ccccc1Br	-12	-9	0	11	-0.4	-0.6	-5	-1	1.2	2.1
15	NC(=O)CSc1nnc(Cn2c(=O)sc3ccccc32)n1-c1ccccc1	-2	12	-1	28	-0.3	1.4	-5	-1	-0.7	2.4
16	CCN(CC)c1ccc(-c2nc3cnccc3n2C)cc1	2	1	0	14	0.4	1.1	8	.	-1.5	5.1
17	COc1ccc(C(=O)OCC(=O)N2CCCCC2)cc1[N+](=O)[O-]	2	-9	0	6	-0.7	2.1	6	0	0.6	1.2
18	COCCN(C(=O)CCCc1nc2ccccc2s1)c1c(N)n(CC(C)C)c(=O)[nH]c1=O	-3	-9	0	-26	-0.1	2.1	2	2	1.4	3.1
19	O=C(CCC1N=C2c3ccccc3N=C(SCc3cccc(Cl)c3)N2C1=O)NCc1ccco1 (stereo unspecified)	-18	5	1	1	-1.4	3.9	8	-3	0.5	1.1
20	O=C(CN1CCN(Cc2ccccc2Cl)C1=O)N1CCCCCC1	6	-3	1	.	-0.5	1.2	-15	-4	-6.0	3.2
21	CC(C)C(=O)Nc1ccc(-c2ccc3nncn3n2)cc1	-3	-13	-3	-14	-1.4	-0.3	1	1	0.8	0.3
22	O=[N+]([O-])c1cccc(S(=O)(=O)Nc2ccc(S(=O)(=O)Nc3nccs3)cc2)c1	-2	-19	0	1	-0.8	3.1	-1	-1	-0.8	-1.4
23	Cc1ccc(-n2nc3c(=O)n(CC(=O)NCc4ccc(C)o4)nc(C)c3c2C)cc1	4	-6	2	-1	-1.8	3.6	-2	-3	-0.8	-0.1
24	O=C(CCCC(=O)N(c1ccc2c(c1)OCCO2)C(C(=O)NC1CCCCC1)c1ccc(Cl)cc1)Nc1ccccn1 (stereo unspecified)	.	3	0	15	-2.9	0.5	0	0	0.0	-0.4

Structures listed so far marked active in Wnt act:
No.	Structure	Rtt109 HAT inh	PvdQ inh	DAGLB inh	PfHsp90 set2	CAL PDZ FP	phage Ecoli inh	Tat export inh	Wnt act	AddAB inh
13	CC(=O)Nc1cccc(C(=O)OCC(=O)c2ccccc2Cl)c1	4	-17	-1	19	-1.9	-1.7	-7	47*	0.3

Quoted from above: compounds 1–2
no.	SMILES	Rtt109 HAT inh	PvdQ inh	DAGLB inh	PfHsp90 set2	CAL PDZ FP	phage Ecoli inh	Tat export inh	Wnt act	Ecoli viability	AddAB inh
1	COc1cccc(OCc2cc(C(=O)NCCN3CCCCC3CO)no2)c1 (stereo unspecified)	15	2	1	-11	-3.7	-0.6	-2	0	-2.3	-2.6
2	CN1CCN(CC(=O)O)CC1	-7	-5	-2	10	1.9	3.5	-3	.	0.5	0.8

(more compounds)
no.	SMILES	Rtt109 HAT inh	PvdQ inh	DAGLB inh	PfHsp90 set2	CAL PDZ FP	phage Ecoli inh	Tat export inh	Wnt act	Ecoli viability	AddAB inh
25	COc1ccc(NC(=O)C2CCC(CNS(=O)(=O)c3csc(C(N)=O)c3)CC2)cc1OC (stereo unspecified)	-2	6	1	11	-2.3	0.0	-2	0	1.4	2.5
26	CN(CCN1CCc2ccccc2C1)Cc1nc(-c2ccc3c(c2)OCO3)no1	11	5	-1	-11	-0.3	0.1	2	0	0.6	-1.9
27	CCCCOc1ccc(NC(=O)c2cc(F)c(F)cc2Cl)cc1	0	3	-11	5	0.1	2.1	?	15	-1.0	-0.3
28	CCOC(=O)c1c(NC(=O)CSc2ncn[nH]2)sc(C(=O)N(C)C)c1C	2	-1	0	.	-3.4	-1.3	-8	11	1.2	1.7
29	COc1ccc(CC(NC(C)=O)C(=O)NC2CCN(C(=O)c3ccc([N+](=O)[O-])cc3)CC2)cc1OC (stereo unspecified)	-1	-15	-2	-22	16	2.2	-7	-1	-0.4	0.7
30	CC(C)CN(C#N)c1nc(N2CCOCC2)nc(N2CCOCC2)n1	15	9	-3	-11	-0.6	-1.3	-7	-5	-3.4	2.7
31	O=C(COC(=O)Cc1ccsc1)Nc1ccc(Cl)cn1	2	-19	-2	-19	-0.2	0.8	6	-1	1.2	3.4
32	CCC(=Cc1ccccc1O)c1ccncc1	-3	4	-1	-7	-0.7	4.0	-2	-2	.	.
33	Cc1cc(-c2nnco2)c(C)n1-c1ccccc1	-2	-9	-2	14	-0.8	0.2	9	1	-3.2	4.3
34	Cc1noc(NS(=O)(=O)c2ccc(NC(=O)C(C)C)cc2)c1C	4	0	-4	-8	-1.9	1.0	-4	0	0.4	-0.5
35	C(=N\n1cnc2ccccc21)/c1cccnc1	-1	-4	2	11	0.3	3.6	30	11	2.9	5.5
36	CC(=O)Nc1ccc(NC(=O)C(C)Oc2ccccc2C(=O)NCc2ccccc2)cc1 (stereo unspecified)	15	-3	-1	.	-0.6	6.5	-2	-4	0.3	1.1
37	O=C1C=C(c2ccc(F)nc2)CCC1	9	12	-4	0	1.4	2.7	6	-3	-1.5	4.0
38	CN(CCC#N)C(=O)COC(=O)c1ccc(Cl)c(S(N)(=O)=O)c1	-14	-7	0	12	-0.9	2.2	4	-3	1.2	-0.5
39	CCOc1ccccc1CN1C(=O)C2(OCCO2)c2ccccc21	-1	-12	-2	-14	-0.4	0.8	-6	0	-1.0	2.9
40	C=CCSc1n[nH]c(-c2ccc(OC)cc2)n1	-9	-16	-2	-6	0.5	4.8	12	.	-2.2	-0.3
41	CC(NC(=O)COC(=O)c1ccc(S(=O)(=O)N2CCOCC2)cc1)c1ccccc1 (stereo unspecified)	-2	-16	-2	27	-4.2	2.1	8	3	2.0	3.0
42	COc1ccccc1N1CCN(C(=O)C2CCCN(c3ncnc4c3nc3n4CCCCC3)C2)CC1 (stereo unspecified)	11	11	3	0	-0.1	-0.5	-2	-2	2.3	0.3
43	Cc1oc(-c2ccc(Cl)cc2)cc1C(=O)/C(C#N)=C/Nc1ccccc1	8	6	7	1	-0.9	4.6	-2	-2	-0.3	-1.3
44	CN1CCN(NC(=O)c2cn(-c3ccccc3)nc2-c2cccc(Br)c2)CC1	1	-12	4	8	-3.2	3.4	-7	-1	1.2	0.8
45	C=CCn1c(N2CCCCCC2)nc2c1c(=O)[nH]c(=O)n2C	-4	-6	3	-14	-2.1	-0.1	10	-17	2.3	-0.6
46	CCCCC(c1nnnn1C1CCCC1)N1CCN(C2CCCCC2)CC1 (stereo unspecified)	3	7	-1	6	0.6	0.9	2	-1	1.4	2.2
47	O=C(CCNS(=O)(=O)c1cccc2nonc12)NCc1cccs1	2	-6	1	.	-0.9	2.5	0	15	0.6	1.0
48	Cc1ccc(S(=O)(=O)N2CCN(C(=O)COC(=O)CCCOc3ccccc3)CC2)c(C)c1	2	-8	-4	5	-0.3	2.4	8	-1	0.3	-0.7
49	Cc1cccn2c(=O)c3cc(C#N)c(=NC(=O)c4cccs4)n(CC(C)C)c3nc12	-7	-16	1	10	-1.8	1.6	-6	0	-2.2	2.0
50	NC(N)=N/N=C/c1ccc(Cl)c(Cl)c1	.	.	.	.	.	6.6	.	3	1.3	2.2

Bioassay records: PubChem BioAssay, several laboratories
